Screening data: PubChem BioAssay, National Center for Advancing Translational Sciences (NCATS)
S3 lipid droplet – qHTS Assay for Lipid Storage Modulators in Drosophila S3 Cells; Drosophila S3 cells, BODIPY lipid droplet fluorescence, 18-24 h; cells fed with added oleic acid; Potency in µM for hits, for the others lipid storage change, negative = inhibition, % at the top dose, mostly 46.1 µM; actives 0.64% (n = 320,000); active = well fitted inhibition curve with a large enough effect in the signal ratio, with a control signal flat, not every such curve was filed as active; inconclusive = small, poorly fitted or top-dose-only effect, or effect the other way, or a change in a side signal; the % refers to the signal ratio
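Laser-scanning cytometry quantifies lipid droplet accumulation (500–530 nm total intensity; droplet/cell object ratio) in oleic acid-fed (400 uM added) Drosophila S3 cells treated with a concentration series. 20 uM Triacsin C defined 100% inhibition.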
S3 lipid droplet cell count max – further read-out of S3 lipid droplet, marked with its call; cell number change, %; measured here: cell count max response;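 cells counted by Cell Tracker Red CMTPX staining in the red channel; peak over a dose series mostly up to 46.1 µM; percent activity relative to internal control wells on each plate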
Starred values were filed as active, the others as inactive; i = inactive; ? = inconclusive; / = no result given; [ ] = another dose, or the depositor's remark. % is scaled to controls: 0 for no effect and ±100 for the full control effect; potency is read from the fitted curve at half-maximal effect.

SMILES	S3 lipid droplet	S3 lipid droplet cell count max
Cc1cc(NC(=O)NC2CCCN2S(=O)(=O)c2ccc(Cl)cc2)no1 (centres undefined)	?	/
CC(=NCCN1CCN(C(C)=C2C(=O)c3ccccc3C2=O)CC1)C1=C(O)CC(C)(C)CC1=O	?	/
CN(C)C(=O)/C=C\c1cn(-c2ccccc2)nc1-c1ccc2c(c1)OCCO2	?	/
CCOCCCNC(=O)/C(C#N)=C/c1ccc([N+](=O)[O-])o1	?	/
O=C(Nc1cccc(F)c1)OC(CN1CCCCC1)C(F)(F)F (centres undefined)	-0.3%	-19.6
O=C(CSc1nncc2ccccc12)N1CCCCC1	6.9%	11.3
Cc1cc(Cl)ccc1OCC(=O)OCC(=O)NC1CCCC1	?	/
Cc1ccc(N2CCN(C(=O)c3ccccc3NC(=O)/C=C\C(=O)O)CC2)cc1	?	/
CCC(C)Nc1nc2c(C)cccn2c(=O)c1C=Nc1ccc(OC)cc1 (centres undefined)	22.7%	/
Cc1ccccc1NCN1C(=O)C2CCC(C)(C1=O)C2(C)C (centres undefined)	-4.1%	-11.4
COc1ccccc1NC(=O)c1ccc(S(=O)(=O)N2CCCC2)cc1	?	/
COc1cccc(OC)c1C(=O)Oc1ccc2c(c1)O/C(=C\c1ccncc1)C2=O	?	/
CCOCCCn1c(=S)[nH]c2cc(C(=O)N3CCN(c4ccccc4)CC3)ccc2c1=O	?	/
COC(=O)c1c(C)[nH]c(C(C)=O)c1C	?	/
NC(=O)N/N=C/c1ccccc1OCC(=O)NCc1ccccc1	8.7%	12.1
CCOc1ccc(N2CC(C(=O)Nc3ccc(OC)c(S(=O)(=O)N4CCCCC4)c3)CC2=O)cc1 (centres undefined)	?	/
CC(C)C(=O)N1CCN(c2ccccc2NC(=O)c2cccc3ccccc23)CC1	?	/
COc1ccc(OCCOC(=O)C(C)NS(=O)(=O)c2ccc(NC(C)=O)cc2)cc1 (centres undefined)	?	/
Cc1c(C(=O)OC(C)C)nnn1-c1nonc1N	-3.5%	7.2
CC(C)(C)C(=O)CC1(O)C(=O)N(Cc2ccc(Cl)cc2)c2ccccc21 (centres undefined)	2.0%	7.6
OCC1(CCOc2ccccc2)CCN(CC2=Cc3cc(Cl)ccc3OC2)CC1	3.3%	-21.0
CN(C(=O)COC(=O)c1cc2ccccc2cc1O)c1c(N)n(Cc2ccccc2)c(=O)[nH]c1=O	?	/
O=C(NC1CC1)c1cc(Cl)ccc1[N+](=O)[O-]	?	/
O=C(CSc1nc2cc3c(cc2c(=O)n1CCC1=CCCCC1)OCO3)NCc1ccco1	?	/
O=C(NCCn1c(C(F)(F)F)nc2cc(C(F)(F)F)ccc21)[C@H]1CCCN1c1nc(CN2CCCCC2)cs1	4.4%	20.7

A different layout for part of the listing above:
| structure | S3 lipid droplet | S3 lipid droplet cell count max |
| --- | --- | --- |
| CCOc1ccc(N2CC(C(=O)Nc3ccc(OC)c(S(=O)(=O)N4CCCCC4)c3)CC2=O)cc1 (centres undefined) | ? | / |
| CC(C)C(=O)N1CCN(c2ccccc2NC(=O)c2cccc3ccccc23)CC1 | ? | / |
| COc1ccc(OCCOC(=O)C(C)NS(=O)(=O)c2ccc(NC(C)=O)cc2)cc1 (centres undefined) | ? | / |
| Cc1c(C(=O)OC(C)C)nnn1-c1nonc1N | -3.5% | 7.2 |

Continuation:
SMILES	S3 lipid droplet	S3 lipid droplet cell count max
NCCC(=O)NCCc1cnc[nH]1	1.1%	1.0
Clc1ccc(-c2nnc(-c3ccccc3)nc2N2CCSCC2)cc1	?	/
Clc1ccc(CN2CCN(c3ncccn3)CC2)cc1Cl	8.2%	-1.0
CCOC(=O)c1cc(C(=O)OCC)c2ccccn2c1=O	?	/
NNS(=O)(=O)c1ccc(N2CCCC2=O)c([N+](=O)[O-])c1	?	/
CCOC(=O)CCC(NC(=O)CC(=O)NC(CCC(=O)OCC)C(=O)OCC)C(=O)OCC (centres undefined)	?	/
N#Cc1ccccc1CSc1nnc(Cc2ccccc2)o1	?	/
CCOc1ccc(CCNC(=O)CCNS(=O)(=O)c2ccc(Br)cc2)cc1OCC	?	/
CN(CC(=O)Nc1ccccc1Cl)C(=O)c1ccccc1Sc1ccccc1C#N	?	/
COc1cccc(/C=C2/SC(=S)N(CC(=O)Nc3nnc(C)s3)C2=O)c1	1.1%	-0.1
O=C(Oc1ccc(Cl)cc1)N1CCCCC1	i	/
Cc1ccccc1C(=O)N1CCC(C(=O)Nc2ccccc2Cl)CC1	?	/
O=C(Cn1ccc2ccccc2c1=O)NCC(=O)N1CCN(c2ccccc2F)CC1	?	/
COc1ccccc1C(=O)NCC(=O)OCCCOC(=O)CNC(=O)c1ccccc1OC	?	/
CCn1c(=O)n(CCOC)c(=O)c2c3c(sc21)CCCC3	-2.7%	-18.2
CC(=O)N1CCCc2cc(S(=O)(=O)N3CCCC(C(=O)NCc4ccccc4Cl)C3)ccc21 (centres undefined)	?	/
COc1ccc(N2C(=O)N[C@@H](Cc3ccccc3)C2=O)cc1OC	?	/
CC1(C)CC(NS(=O)(=O)c2ccc3ccccc3c2)CC(C)(C)N1	?	/
CCCCOc1cccc(C(=O)Nc2ccccc2N2CCCC2)c1	-5.5%	-3.9
O=S(=O)(Nc1ccc2ccccc2c1)c1ccccc1	-1.2%	-27.3
COc1ccc(N=C2S/C(=C\c3ccc(OCC(=O)O)cc3)C(=O)N2CCc2c[nH]c3ccccc23)cc1	?	/
CCN1CCN(c2cc(C)c3cc(NC(=O)CCC(=O)N4CCN(c5ccccc5)CC4)ccc3n2)CC1	?	/
CCN(CC)c1ccc(C(=O)Nn2cnc3ccccc3c2=O)cc1	?	/
Cc1nn(C)cc1S(=O)(=O)N1CCCC(C(=O)O)C1 (centres undefined)	?	/
CC1Cc2ccccc2N1C(=O)CN1CCN(S(=O)(=O)c2cccs2)CC1 (centres undefined)	?	/

Ordered by value in S3 lipid droplet cell count max (largest number first): 3 of the compounds above.
SMILES	S3 lipid droplet	S3 lipid droplet cell count max
O=C(NCCn1c(C(F)(F)F)nc2cc(C(F)(F)F)ccc21)[C@H]1CCCN1c1nc(CN2CCCCC2)cs1	4.4%	20.7
CC(C)(C)C(=O)CC1(O)C(=O)N(Cc2ccc(Cl)cc2)c2ccccc21 (centres undefined)	2.0%	7.6
Cc1ccccc1NCN1C(=O)C2CCC(C)(C1=O)C2(C)C (centres undefined)	-4.1%	-11.4

Later entries:
SMILES	S3 lipid droplet	S3 lipid droplet cell count max
CCOc1cc(C(=O)NCc2ccc3c(c2)OCO3)cc(OCC)c1OCC	-10.9%	5.8
Cc1cc(C(C)(C)C)cc(C)c1CC1=NCCN1	-5.2%	5.6
COCCNC(=O)c1cn(C)c(=O)c2cc(OC)c(OC)cc12	3.4%	-0.1
CCOC(=O)c1[nH]cnc1C(=O)O	?	/
CC(C)(C)c1cc(C(=S)N2CCCC2)cc(C(C)(C)C)c1O	?	/
Cn1c(C(=O)N2CCN(c3nc4ccccc4s3)CC2)cc2sccc21	?	/
CC(=O)NC12CC3CC(C1)CC(C(=O)Nc1nc4ccc(F)cc4s1)(C3)C2	i	-27.9
CC1(C)CC(=O)C=C(c2cccc(Cl)c2O)C1	?	/
CCOc1cc(CN2CCC(CO)(Cc3cccc(C(F)(F)F)c3)CC2)ccc1OC	?	/
CCN1C(=O)C(NC(C)=O)c2cc(OC)ccc21 (centres undefined)	?	/
COCC(=O)N1CCCc2ccccc21	?	/
Cn1nc(C(=O)NNC(=O)c2ccccc2Br)c2ccccc2c1=O	-8.5%	-10.7
O=C1CSC(c2cn(-c3ccccc3)nc2-c2cc3ccccc3o2)N1Cc1ccccc1 (centres undefined)	?	/
O=C(N1CCOCC1)N1CCN(S(=O)(=O)N2CCOCC2)CC1	?	/
CSc1nc(C)nc2c1c(=O)n(C)c(=O)n2C	-1.5%	1.2
O=C1CC(C(F)(F)C(F)(F)C(F)(F)F)=Nc2ccccc2N1	-0.3%	-18.7
Cc1ccc(-n2nc(C)c3c(C)c(CCC(=O)NCc4ccco4)c(C)nc32)cc1	?	/
COc1ccc(N(C(=O)CCl)C(C(=O)NCCc2ccccc2)c2cccs2)cc1Cl (centres undefined)	?	/
Clc1ccc(-c2ccc(SCc3ccccn3)nn2)cc1	-5.8%	36.9
CCN(CC)C(=O)C(=O)Nc1cccc(Br)c1	?	/
CCC(=O)NCCCc1nc2ccccc2n1Cc1ccccc1F	?	/
CCOc1ccc(C(=S)N2CCOCC2)cc1OC	3.5%	-6.9
Cc1sc2ncnc(NCCCO)c2c1C	?	/
CC(C)Oc1ccc(C(CCN)C2CCCCC2)cc1 (centres undefined)	?	/
CCOC(=O)C1(CCCc2ccccc2)CCN(S(C)(=O)=O)CC1	?	/
Later entries.
SMILES	S3 lipid droplet	S3 lipid droplet cell count max
Cc1cccc(C)c1OCC1CNC(=O)O1 (centres undefined)	i	9.5
Nn1c(SCC(=O)Nc2ccc(F)c(F)c2)nnc1C1CCCCC1	?	/
Cc1ccc(S(=O)(=O)NCc2nc3ccccc3[nH]2)cc1	?	/
O=[N+]([O-])c1ccc(C[n+]2cc(-c3ccc(Cl)c(Cl)c3)n3c2CCCCC3)cc1	?	/
Cc1ccc(C2(C)NC(=O)N(CC(=O)N3CCN(S(=O)(=O)c4cccs4)CC3)C2=O)cc1 (centres undefined)	-24.0%[0.0737 µM]	27.3
CCN1CCN(c2nc(Nc3ccc(C)c(C)c3)nc(N)c2[N+](=O)[O-])CC1	?	/
CCc1cc2c(=O)[nH]c(-c3ccncc3)nc2s1	2.8%	7.3
CC1(C)N([O-])C(c2ccccc2)=C[N+](=O)C1(C)C	?	/
Clc1ccc(OCCN2CCOCC2)cc1	?	/
O=c1[nH]c2ccccc2cc1-c1noc(-c2cccnc2)n1	?	/
CCOC(=O)c1c(NC(=O)Cn2cnc([N+](=O)[O-])n2)sc(C)c1C	0.4%	-8.5
O=C(CN1CCC(NC(=O)c2ccco2)CC1)Nc1ccccc1[N+](=O)[O-]	-14.5%	-7.6
Nc1c(C=C2C=CC(=O)C=C2)c(=O)nc2sc(CC(=O)N3CCCCC3)nn12	i	-6.9
Cc1nnc(SCc2nc3ccccc3s2)n1N	?	/
CC1CCN(C(=O)C(Cc2ccccc2)NS(=O)(=O)c2ccc3c(c2)oc(=O)n3C)CC1 (centres undefined)	?	/
FC(F)(F)c1cccnc1-n1cncn1	3.0%	7.5
COc1cc(/C=N/N=C(N)N)ccc1OCc1ccc(Cl)cc1	?	/
Cc1ccc(NC(=O)c2cc(-c3cccc(O)c3)on2)cc1C	?	/
COn1c(-c2ccccc2)nc2ncccc21	?	/
COc1ccccc1N1CCN(S(=O)(=O)c2ccc(Cl)cc2)CC1	10.4%	14.9
COCc1c(C(=O)OC)nnn1-c1ccccc1	7.8%	-5.5
COc1ccc(OC)c(C2=NNC(=NCc3ccc4c(c3)OCO4)SC2)c1	?	/
CCOC(=O)C(=CNc1cccc(C)c1C)C(=O)OCC	12.9%	-2.3
CC(C)CNC(=S)NC(=O)c1csc([N+](=O)[O-])c1	7.9%	-2.7
CC1=NN(c2nc(-c3ccc(C)cc3)cs2)C(=O)C1N=Nc1cccc(C)c1 (centres undefined)	?	/
(listing goes on)
SMILES	S3 lipid droplet	S3 lipid droplet cell count max
Nc1cc(=O)[nH]c(SCC(=O)NC2CCCc3ccccc32)n1 (centres undefined)	0.3%	5.5
O=C(Cn1cnc2c(nnn2-c2ccccc2)c1=O)NCCc1ccccc1	?	/
COC(=O)Cn1c(CCS(=O)(=O)c2ccc(C)cc2)nc2ccccc21	?	/
N/C(=N\c1nc2ccccc2o1)NC(=O)c1cccc(Br)c1	6.2%	-9.6
CCc1ccc(C(=O)CN2C(=O)NC3(CCCCCC3)C2=O)cc1	i	/
COc1cccc(NC(=S)NNC(=O)c2c([N+](=O)[O-])c(C)nn2C)c1	11.2%	0.2
Cc1cc(C(=O)NCC(c2ccco2)N(C)C)ccc1[N+](=O)[O-] (centres undefined)	?	/
O=C(CSc1ncnc2sc3c(c12)CCC3)Nc1ccccc1C(=O)O	-12.0%	-14.5
Cc1c(N/C=C/C(=O)c2cccs2)c(=O)n(-c2ccccc2)n1C	13.1%	3.1
Cc1ccc(N2CCN(C(=O)c3nn(C)c4c3CS(=O)(=O)c3ccccc3-4)CC2)c(C)c1	?	/
Cn1c(CN2CCCCC2)nc2cc(NC(=O)c3ccc(Cl)cc3)ccc21	0.4%	24.3
O=S(=O)(NCCc1ccccn1)c1cc(Cl)cc(Cl)c1O	?	/
CCOC(=O)c1c(C)[nH]c(C)c1C(=O)CSc1nc(N)cc(N)n1	i	/
COc1ccccc1C1C=C(c2ccc(Cl)cc2)Nc2nc(N3C(=O)CCC3=O)nn21 (centres undefined)	15.1%	-14.0
Cc1ccc(NC2Sc3ccccc3NC2=O)cc1Cl (centres undefined)	?	/
Cn1c(SCC(=O)NCC2CCCO2)nc2c(c1=O)SCC2 (centres undefined)	12.8%	-10.7
COc1ccccc1CNC(=O)CN(C)CC(=O)Nc1cccc(F)c1	?	/
COc1cccc(N2C(=NC(=O)c3ccccc3)SC3CS(=O)(=O)CC32)c1 (centres undefined)	?	/
COC(=O)C(NC(=O)C(C)Oc1ccccc1)C(C)C (centres undefined)	25.9%	/
O=[N+]([O-])c1ccc(-c2nnc3cccc(Cl)n23)cc1	11.8%	-7.4
COc1ccc(NC(=O)CSc2nnc(Cn3cnc([N+](=O)[O-])n3)n2C)cc1	8.1%	-5.0
COCCNC(=S)NC1CC2CCC(C1)N2Cc1ccccc1 (centres undefined)	?	/
CC(=O)N(Cc1cc2c(C)cc(C)cc2[nH]c1=O)C1CCCCC1	?	/
O=C(Nc1nc(-c2ccccc2)ns1)c1cccs1	-21.7%	-10.7
Cc1ccc(C)c(N2CCN(S(=O)(=O)c3c(C)noc3C)CC2)c1	4.0%	/
COc1ccc(NC(=O)CCCCCn2nnc3ccccc3c2=O)cc1	?	/

A portion of the library. The share of hits here may be higher or lower than overall.
